Assay outcomes from PubChem BioAssay.
thrombin 1536 = thrombin (human) inhibition. 220,000 tested, 0.26% active. P00734. inhibition, % at 5 µM. AID 1046. alpha-thrombin, Boc-VPR-AMC fluorogenic substrate cleavage;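 active = inhibition at or above 40%; inactive = inhibition below 40%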;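 note: 0% = enzyme with no compound and 100% = wells without enzyme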
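System: human alpha-thrombin protein; Compound dosing: one concentration per compound, 5 µM, with 0.2% DMSO; Timing: reaction at room temperature; Technique: AMC fluorescence, 355/460 nm; Controls: enzyme without compound as high, wells lacking enzyme as low.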
Wee1 stabilizer = blocks degradation of human Wee1 kinase; P30291; HeLa Luc-Wee1K328M stability, luciferase luminescence; 100% = proteasome inhibitor MG132 effect; reporter increase, % at 5 µM; 220,000 tested, 1.2% active;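 active = activation above the mean of all tested compounds plus 3 SD, set per screening run, cut at about 8.8% in these data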;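 note: cells exposed to compound for 20 h before luminescence read; 0% = DMSO alone and 100% = MG132 at 30 µM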
Target sequence (P30291 whole entry K328M): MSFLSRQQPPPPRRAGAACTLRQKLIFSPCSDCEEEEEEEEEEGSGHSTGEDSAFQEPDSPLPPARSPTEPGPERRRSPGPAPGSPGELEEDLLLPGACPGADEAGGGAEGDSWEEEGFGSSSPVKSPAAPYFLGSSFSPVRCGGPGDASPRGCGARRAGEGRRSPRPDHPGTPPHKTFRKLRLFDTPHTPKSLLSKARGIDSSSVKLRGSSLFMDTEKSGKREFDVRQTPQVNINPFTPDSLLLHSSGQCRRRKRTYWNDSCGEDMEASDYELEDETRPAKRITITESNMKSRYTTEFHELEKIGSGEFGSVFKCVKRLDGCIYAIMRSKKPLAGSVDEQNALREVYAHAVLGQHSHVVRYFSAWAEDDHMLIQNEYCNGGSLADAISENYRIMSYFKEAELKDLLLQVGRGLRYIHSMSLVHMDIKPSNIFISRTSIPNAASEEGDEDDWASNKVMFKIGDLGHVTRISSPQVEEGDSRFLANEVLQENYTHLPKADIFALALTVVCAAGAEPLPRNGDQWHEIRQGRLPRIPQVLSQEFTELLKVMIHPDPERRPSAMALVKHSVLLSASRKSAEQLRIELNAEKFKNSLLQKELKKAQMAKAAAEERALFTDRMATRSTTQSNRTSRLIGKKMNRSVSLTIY
PERK inhibitor = human PERK inhibition, primary cell-based screen | Q9NZJ5 | CHO PERK-DD fusion, SEAP luminescence translation reporter | inhibition, % at 5.6 µM | 220,000 tested, 0.17% active | AID 1416;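 active = inhibition above the mean inhibition of all tested compounds plus 3 SD, set separately per screening campaign, cut at about 2.9% in these data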;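 note: PERK kinase domain activated by AP20187 dimerizer at 100 nM; 0% = DMSO with dimerizer and 100% = rapamycin at 8.4 µM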
FXIa inh = factor XIa (human) inhibition. AID 798. inhibition, % at 5 µM. purified FXIa, Boc-Glu-Ala-Arg-AMC fluorogenic substrate. P03951. 220,000 tested, 0.14% active;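 active = inhibition of at least 40%; inactive = inhibition below 40%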;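 note: fluorescence of freed AMC excited at 355 nm; 0% = enzyme without compound and 100% = no enzyme blank; many of its hits are not listed in these tables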
Cl transport mod = KCC2 (human) Cl- transport modulation; KCC2 cells, thallium flux FluoZin-2 fluorescence; B-score of Tl+ flux slope (higher = more flux/activation; lower = inhibition) at 10 µM; 190,000 tested, 2.2% active; AID 1456;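 active = thallium flux slope and its plate-corrected score both differing from the plate sample mean at a set confidence after two filtering rounds, in either direction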;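 note: slope of fluorescence scaled to starting intensity during 10 to 20 s after thallium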
hK5 inh = kallikrein 5 (human) inhibition; Q9Y337; recombinant hK5, fluorogenic AMC substrate cleavage; inhibition, % at 5 µM; 210,000 tested, 0.59% active; AID 873;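 active = inhibition of 40% or more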;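 note: 0% = enzyme controls without compound and 100% = no-enzyme blanks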
Target sequence (Q9Y337 67-293 limits assumed): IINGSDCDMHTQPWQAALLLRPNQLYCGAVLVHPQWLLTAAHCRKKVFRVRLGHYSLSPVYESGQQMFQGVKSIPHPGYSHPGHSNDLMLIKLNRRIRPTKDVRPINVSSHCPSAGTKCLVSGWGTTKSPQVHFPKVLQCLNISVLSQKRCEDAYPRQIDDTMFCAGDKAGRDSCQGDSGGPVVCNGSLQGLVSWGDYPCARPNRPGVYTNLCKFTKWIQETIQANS
FXIIa inh 1536 = inhibitors of human coagulation factor XIIa; purified FXIIa, Boc-QGR-AMC fluorogenic substrate, 2 h; P00748; AID 800; 220,000 tested, 0.3% active; inhibition, % at 5 µM; in the data active = inhibition above about 40%;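 note: 0% = enzyme with no compound and 100% = blank without enzyme; many of its hits are not listed in these tables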
p97 inhibitor = blocks human p97 ATPase activity; P55072; recombinant p97 ATPase, Kinase-Glo ATP luminescence, 3 h; inhibition, % at 8 µM; 220,000 tested, 0.42% active; AID 1481; in the data active = inhibition above about 15%;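 note: 0% = DMSO vehicle and 100% = wells lacking enzyme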
Furin inh = human furin inhibition; 220,000 tested, 0.061% active; inhibition, % at 30 µM; purified furin, fluorogenic substrate cleavage; in the data active = inhibition above about 25%; note: inactives centre near -15
* marks the source's active call; other numbers are inactive results; / = no result given; [ ] = another dose, or the depositor's remark. An unsorted share of the library; any-hit rate near 4.4%.

SMILES	thrombin 1536	Wee1 stabilizer	PERK inhibitor	FXIa inh	Cl transport mod	hK5 inh	FXIIa inh 1536	p97 inhibitor	Furin inh
C=CCNC(=O)COc1cc(C)ccc1C	-16	1	0.6	-1	0.7	-23	0	6	-7
O=C(NCc1ccccc1Cl)C1CCN(S(=O)(=O)N2CCC3(CC2)OCCO3)CC1	-3	-2	0.3	-2	/	-1	1	3	-3
COc1cccc(-c2nc(-c3ccc4c(c3)NC(=O)CO4)cs2)c1	1	1	1.2	0	0.48	-18	-3	1	-20
COc1ccc(S(=O)(=O)Nc2ccccc2)cc1OC	-5	-2	0.8	-1	-0.06	3	10	2	-15[20 µM]
CCOC(=O)COc1ccc(Br)cc1C1NC(=O)NC(C)=C1C(=O)NCc1ccccc1 (centres undefined)	-1	-1	-0.7	2	-0.61	-17	9	-9	1[20 µM]
CCOC(=O)c1ccc(COc2nc3ccccc3nc2-c2ccccc2NC(C)=O)o1	6	0	0.9	11	0.027	-19	8	7	-1[20 µM]
Cc1ccccc1OCC(O)CN1CCN(c2ccc(Cl)cc2)CC1 (centres undefined)	-3	0	0.1	-3	/	-1	-1	-15	-20
COc1ccc(C(=O)NCS(=O)(=O)c2ccc(C)cc2)cc1	2	-3	0.8	2	0.63	2	13	2	-20[20 µM]
O=C(CN1C(=O)CCSc2ccccc21)Nc1ccc(F)cc1	-2	-1	0.3	4	-0.65	-6	10	3	-32
CCCCOc1[nH]c2nc(-c3ccco3)n(Cc3ccco3)c(=N)c2c1C#N	-7	0	1.3	-4	-0.2	-9	4	8	-16
CCCn1c(O)c(N=Nc2ccc3ccccc3n2)c2ccccc21	-1	-1	1.6	3	-5*	3	8	2	-14
CCCN1Cc2cccc(C(=O)Nc3ccc(S(=O)(=O)N4CCCCCC4)cc3)c2C1=O	0	-2	0.5	1	/	6	16	5	-38
CSc1ccc(CNC(=O)c2c(C)noc2C)s1	-2	-2	0.1	-9	0.0046	-8	5	8	-15
O=C(COc1cccc([N+](=O)[O-])c1)N/N=C/c1ccco1	-2	1	0.6	-2	0.25	-1	8	-1	-15
CC(=O)Nc1ccc(C(=O)OCC(=O)NC(=O)NC2CCCCC2)cc1	-1	-3	-0.9	-3	0.55	8	1	-2	-20
CN(C(=O)Cc1c(C(=O)O)n(C)c2ccccc12)c1ccc(F)cc1	-1	-4	0.7	0	-0.25	/	13	0	-18
COc1ccc(C(=O)Nc2cccc([N+](=O)[O-])c2)cc1Br	/	-1	0.8	/	-0.13	/	/	3	-8[20 µM]
Cc1ccc(OCC(=O)NCc2ccco2)c([N+](=O)[O-])n1	5	-4	1.4	-3	-0.4	-17	1	2	-21
Oc1c(CN2CCc3ccccc3C2)cc(Cl)c2cccnc12	-4	-1	0.0	-2	2.3	-108	6	3	-25
C(=N\Nc1ccccn1)/c1ccc2c(c1)OCCO2	-7	4	0.8	-3	0.48	-3	2	-1	-7
COc1ccc(/C=N/NC(=O)C2c3ccccc3Oc3ccccc32)c(OC)c1	1	-2	0.1	1	/	-11	5	-1	3[20 µM]
Cn1c(Cc2cccc3ccccc23)nnc1SCC(=O)N1CCN(c2cccc(Cl)c2)CC1	-2	4	-2.5	-18	1.8	-28	-1	0	-23[20 µM]
O=S(=O)(Cc1cc(Cl)nc(-c2ccccc2)n1)c1ccccc1	3	3	0.5	2	-0.59	0	11	3	-18[20 µM]
COc1ccc(C(c2sc3ncnn3c2O)N2CC(C)OC(C)C2)cc1OC (centres undefined)	-1	2	0.0	-2	0.78	-2	3	-10	-10
CCCCNC(=O)C1CC(c2ccccc2[N+](=O)[O-])=NO1 (centres undefined)	-1	1	1.1	0	/	-9	17	2	-23
CC1(c2ccc(Cl)cc2Cl)OCC(Cn2ccnc2)O1 (centres undefined)	0	0	-0.1	6	-0.44	-17	13	3	-17
CCOC(=O)c1c(-c2ccccc2)csc1NC(=O)C1CCCO1 (centres undefined)	-6	2	0.6	-7	-0.96	-1	4	1	4[20 µM]
CNS(=O)(=O)c1cccc(C(=O)OCC(=O)Nc2sc3c(c2C#N)CCCCC3)c1	-7	-3	0.5	2	0.92	17	10	0	-15
CCc1ccc(NC(=S)Nc2ccc3cn[nH]c3c2)cc1	40	1	1.4	3	0.76	-6	13	1	-4
O=C(Nc1ccc2c(c1)OCCO2)C1CCCN(S(=O)(=O)c2cccs2)C1 (centres undefined)	-1	0	-1.3	-9	0.99	-52	2	-7	-2
COc1cc(NC(=O)COC(=O)CSc2ccccc2F)c(C)cc1[N+](=O)[O-]	2	-1	0.0	0	-0.41	-4	7	6	-12
CC(C)NC(=O)c1ccc2c(=O)n(Cc3ccco3)c(=S)[nH]c2c1	1	0	2.1	3	-0.36	-4	16	0	-19
COc1ccc(-c2nnc(SCc3ncc(-c4ccccc4)o3)o2)cc1	-2	2	-0.1	-2	-3*	9	-2	-6	-32
Cc1onc(-c2ccccc2)c1C(=O)OCC(=O)NCc1ccc(F)cc1	-7	-2	-0.5	-2	-0.57	2	2	-11	-9
O=C(c1ccc(Cl)cc1)C1CCN(C(=O)NC2CCCCC2)CC1	-7	-2	0.2	-5	-2.4	-14	8	1	-10[20 µM]
CN(C)CCN(C(=O)/C=C/c1cccs1)c1nc2c(F)cc(F)cc2s1	-1	-2	0.3	3	0.92	-15	8	2	8
Cc1ccc(S(=O)(=O)CCC(=O)Nc2cccc([N+](=O)[O-])c2)cc1	-6	1	1.1	5	0.91	1	11	4	-24
CC(=O)Oc1ccc(C(=O)[C@H]2[C@H]3C(=O)N(c4cccc5ccccc45)C(=O)[C@H]3[C@@H]3C=CC=NN32)cc1	1	1	1.1	11	0.66	-5	7	9	-13
COc1ccc2nc(Cl)cc(Cl)c2c1	-4	-2	1.3	-3	-0.25	0	3	7	-13
CCCNC(=O)CS(=O)Cc1nc(-c2ccccc2C)oc1C (centres undefined)	-5	2	0.8	9	/	-1	8	11	-25
Fc1ccc(N2CCN(Cc3c[nH]c4ccccc34)CC2)cc1	-2	-1	-0.2	0	-3	3	7	8	-17
O=C(CSC1=Nc2ccccc2C2=NC(CC(=O)NC3CCCCC3)C(=O)N12)NCc1ccco1 (centres undefined)	-1	3	1.1	-2	-1.9	-5	11	9	-9
N=c1n(CCO)c2ccccc2n1CCOc1ccc(Cl)cc1Cl	0	-2	0.5	4	/	-16	13	-4	-32
C[C@@H]1CC=C[C@H]2[C@H]1C(=O)N(Cc1ccccc1)[C@H]2c1cccc([N+](=O)[O-])c1	1	/	/	0	-0.83	2	4	/	-17
C/C(=N\NC(=O)CC1N=C(Cc2ccccc2)NNC1=O)c1ccccc1 (centres undefined)	2	6	0.4	1	-0.088	-8	13	5	17[20 µM]

Fetched by compound from the entries so far:
SMILES	thrombin 1536	Wee1 stabilizer	PERK inhibitor	FXIa inh	Cl transport mod	hK5 inh	FXIIa inh 1536	p97 inhibitor	Furin inh
COc1ccc2nc(Cl)cc(Cl)c2c1	-4	-2	1.3	-3	-0.25	0	3	7	-13
Fc1ccc(N2CCN(Cc3c[nH]c4ccccc34)CC2)cc1	-2	-1	-0.2	0	-3	3	7	8	-17

Next part
SMILES	thrombin 1536	Wee1 stabilizer	PERK inhibitor	FXIa inh	Cl transport mod	hK5 inh	FXIIa inh 1536	p97 inhibitor	Furin inh
O=c1cc[nH]c2ccc(OC(F)(F)F)cc12	-8	0	-1.1	-1	0.23	0	3	2	-13
O=C(/C=C/c1ccc(Cl)cc1Cl)N(Cc1ccc(Cl)cc1)C1CCS(=O)(=O)C1 (centres undefined)	-8	0	0.0	-7	0.53	-9	5	-3	-1
CCOc1cc(CNc2ccc(N3CCOCC3)cc2)cc(Br)c1OCC	1	4	-1.3	8	-0.87	-7	13	-5	-3
Cc1cccc(NC(=O)CSc2nnc([C@@H]3CCCN3C(=O)OC(C)(C)C)o2)c1C	-4	1	-1.1	1	/	-10	12	-4	1
CCn1ccnc1CN(C)C(=O)CCc1nnc(CCCc2ccccc2)o1	-1	0	0.4	-1	-0.18	10	6	5	-23
O=C(CNC(=O)Cc1ccccc1)NCC(=O)OCC(=O)c1ccc(F)cc1	-3	0	0.5	-8	-0.051	-13	-2	2	-16
Cc1ccc(S(=O)(=O)NCC2CCC(C(=O)O)CC2)cc1 (centres undefined)	2	5	0.9	6	0.8	3	4	7	-14[20 µM]
COC(=O)c1ccc(CSc2n[nH]c(C)n2)o1	1	-1	1.1	2	-0.12	-20	17	3	-11
O=C(N/N=C1\CCS(=O)(=O)c2ccc(F)cc21)c1ccc([N+](=O)[O-])cc1	-3	3	0.0	-3	0.67	2	7	4	-21
NC(=O)C1CCN(C(=O)COc2ccc(S(=O)(=O)NCc3ccccc3)cc2Cl)CC1	-7	-4	0.1	2	-0.48	-18	4	2	-13
Cn1c(=O)c2c(nc(SCC(=O)O)n2Cc2cc3c(cc2Cl)OCO3)n(C)c1=O	-2	0	0.9	-14	0.007	-26	12	-1	-15[20 µM]
O=C1C=C(O)C(n2cncn2)C(c2ccc(F)cc2)C1 (centres undefined)	-3	-2	1.4	-1	1.2	1	6	3	-26
COCC(C)n1c(SCC(=O)NNC(=O)c2ccccc2)nc2ccccc2c1=O (centres undefined)	-14	2	1.1	6	0.93	-9	12	10	-16
CCNC(=S)N(Cc1cc2cc(C)c(C)cc2[nH]c1=O)C1CCCC1	-1	3	-0.2	0	-0.54	-5	5	0	-5
Cc1ccc(-n2ncc(C(=O)N3CCc4ccccc4C3)c2NC(=O)c2ccco2)cc1C	6	-2	-0.6	7	-0.81	-6	15	4	-12[20 µM]
C=C(C)C(=O)N1CC2(CC(c3cccc(NC(=O)CC(c4ccccc4)c4ccccc4)c3)=NO2)C[C@H]1C(N)=O (some centres undefined)	4	/	/	3	1.3	4	13	/	-20
O=C(N/N=C/c1ccccc1)c1ccc(CN2C(=O)c3cccc4cccc2c34)cc1	-1	0	0.6	1	0.11	-23	6	8	-19
COc1ccc(CCn2c(=O)[nH]c3cc(C(=O)NCCCN4CCOCC4)ccc3c2=O)cc1OC	-4	-1	-0.9	3	0.25	5	14	3	-2
CC(O)(CS(=O)(=O)Cc1ccccc1)C(=O)Nc1ccc(C(F)(F)F)cc1 (centres undefined)	-3	-3	-0.7	3	-0.57	0	7	-4	-4[20 µM]
O=C(Nc1cccc(Br)c1)c1ccc(CSc2ccccc2)cc1	3	0	1.3	-4	-0.091	-3	13	2	-11
CCCNC(=O)c1ccc(CN2CCc3ccccc3C2)cc1	-1	1	0.3	-2	-0.53	-9	9	-1	-27[20 µM]
Cc1ccc(-c2sc(C(=O)NN)c(C)c2C#N)cc1	-5	-3	0.5	-6	-0.073	2	0	-3	-16
O=C(/C(=N\Nc1ccc(Br)cc1)Sc1nnnn1-c1ccccc1)c1ccccc1	-5	0	-0.2	2	2.2	-24	5	2	-14
CCOC(=O)c1c(C)[nH]c(C)c1C(=O)COC(=O)c1ccc(OC)cc1	-2	0	-0.5	1	-0.19	2	9	-2	-18
OCCN1CCN(c2ncnc3c2c(-c2ccccc2)cn3-c2ccc(Br)cc2)CC1	-4	4	-1.2	-1	-0.26	1	3	-3	-9
CCOC(=O)Cc1cc(=O)n2[nH]c(C)c(-c3ccc(OC)cc3)c2n1	-4	-2	0.6	4	/	-12	-9	-4	-19[20 µM]
Cc1nc2nc[nH]n2c(=O)c1NS(=O)(=O)c1ccc([N+](=O)[O-])cc1	-4	-2	0.8	-1	1.3	/	7	3	-36
